# Source: PubChem BioAssay (several laboratories)
# Myeloid diff MLP: promotes myeloid progenitor differentiation; ER-HoxA9 myeloid progenitors, lysozyme-GFP differentiation, flow cytometry; calls only at 10 µM; 1% of 360,000 active; AID 624256;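 active = normalized GFP-positive differentiation at or above the plate's own cutoff, the solvent-only control mean plus 3 SD; inconclusive = no clear call, values can overlap the other calls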;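 note: cells exposed to compound for four days before flow analysis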
# XIAP displacement: small molecules displacing peptide from XIAP – biochemical, IAP family, fluorescence polarization (AID 1018); XIAP BIR domain, fluorescence polarization peptide displacement; higher % means a stronger effect; 0.007% of 200,000 active; one-dose displacement, % at 20 µM; IC50 in µM for titrated hits; in the data active = displacement above about 50%; note: a part of the inactive calls stands beside numbers as strong as those of hits
# NOD2 inhibition: inhibition of NOD2-driven NF-kB reporter – cell-based, luminescence, uHTS, HEK293 (AID 1566); HEK293 NOD2/NF-kB luciferase reporter, luminescence; higher % means a stronger effect; 0.63% of 290,000 active; inhibition, % at 4 µM, or EC50 in µM where a hit was titrated; note: many of its hits are not listed in these tables
# HIV peptide binding: cell-free HIV fusion peptide-binding blockers – biochemical, uHTS, fluorescence dequenching, primary screen (AID 1986). one-dose inhibition, % at 20 µM; IC50 in µM for titrated hits. cell-free peptide binding, fluorescence dequenching, 30 min; higher % means a stronger effect. 0.3% of 290,000 active; in the data active = inhibition mostly above about 52%, no sharp cut-off; inactive = mostly below about 76%; note: some results filed as inactive read as strong as hits
# Hep lipid drop: modulators of hepatic lipid droplet formation. AML12 mouse hepatocytes, oleate lipid droplets, BODIPY imaging. inhibition, % at 6.5 µM. 0.4% of 240,000 active;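 active = lipid droplet intensity inhibited by at least 50%, with more than 500 cells counted; inconclusive = wells with under 300 cells, treated as cytotoxic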
#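 Test system: AML12 hepatocytes (mouse); reagent: oleate loading, 100 µM; dosing: one dose, 6.5 µM compound; incubation: overnight exposure; signal: fluorescence imaging, 20x objective, two fields per well; read-out basis: % inhibition of corrected integrated BODIPY droplet signal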
# Dengue-2 NS5 capping: flavivirus cap methylation enzyme inhibition – biochemical, confirmation dose response, primary screen (AID 588689) | 0.3% of 340,000 active | one-dose inhibition, % at 25 µM; IC50 in µM for titrated hits | Dengue-2 NS5 methyltransferase capping enzyme assay, biochemical; higher % means a stronger effect; in the data active = a potency from the dose series; inconclusive = inhibition above about 29% without an active follow-up result
# SIAH1 antagonists: blockers of Siah-1 interaction with plectin peptide – biochemical, fluorescence polarization, rhodamine-plectin, uHTS, primary screen (AID 1817); Siah-1 / rhodamine-plectin peptide fluorescence polarization; higher % means a stronger effect; displacement, % at 20 µM; hits with a dose series show IC50 in µM; 0.02% of 290,000 active;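 active = displacement of at least 50% at 20 µM, with a fluorescence ratio check between 0.3 and a set limit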;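 note: plate controls were Siah plus tracer with DMSO for no effect and tracer alone without Siah for full effect; strong numbers were not always called active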
# LYP phosphatase: inhibitors of LYP phosphatase, biochemical, fluorescence intensity, uHTS (AID 1779); recombinant LYP phosphatase, fluorescence intensity; higher % means a stronger effect; inhibition, % at 11.5 µM; hits with a dose series show IC50 in µM; 0.054% of 290,000 active;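 note: plate controls were vehicle with enzyme for no effect and no enzyme for full effect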
# AID2073: inhibitors of Mint1-CaV2.2 protein interaction, biochemical, HTRF (AID 2073) | HTRF protein-protein interaction, Mint1-CaV2.2; higher % means a stronger effect | inhibition, % at 20 µM, or IC50 in µM where a hit was titrated | 0.19% of 290,000 active; in the data active = inhibition mostly above about 51%, no sharp cut-off; inconclusive = no clear call, values can overlap the other calls; inactive = mostly below about 53%; note: some results filed as inactive read as strong as hits
# Hep lipid drop cells 6.5 µM: second read-out of Hep lipid drop, no call of its own (marks repeat the call); cell count; measured here: cell count, cytotoxicity flag;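 cells counted across two imaged fields per well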
# Dengue-2 NS5 capping pilot replicate: recorded beside Dengue-2 NS5 capping, whose call it bears; inhibition, %; measured here: pilot screen replicate inhibition
# Myeloid diff MLP GFP+ MAC1+ %: also measured in Myeloid diff MLP; calls as there; GFP+ MAC1+ double positive, %; measured here: differentiation confirmed by MAC1 staining
# Numbers without * were called inactive; i = inactive; ? = inconclusive; . = no result given. Cut-off read from the data, not from the text of the source, unless noted: active = inhibition above about 50%; inactive = the rest. An excerpt; rates above refer to the full screens.
SMILES,Myeloid diff MLP,Myeloid diff MLP GFP+ MAC1+ %,XIAP displacement,NOD2 inhibition,HIV peptide binding,Hep lipid drop,Hep lipid drop cells 6.5 µM,Dengue-2 NS5 capping,SIAH1 antagonists,LYP phosphatase,AID2073,others
COc1ccc(NC(=O)C2CCN(c3nnnn3-c3ccccc3)CC2)cc1,i,0.9,-2.2%,14%,1.3%,.,.,-2%,0%,-6%,-8%,
COc1ccc(OC)c(C(=O)CSc2nnc(-c3cccnc3)n2C)c1,i,2.3,-1.9%,10%,2.2%,1,768,5%,3%,-2%,-5%,
O=C(C1CCCN(Cc2ccccc2F)C1)N1CCCCC1 (configuration not stated),i,0.7,.,14%,3.5%,0,629,-4%,4%,-12%,-5%,
CC(CC(C)C(=O)Nc1ccccc1C(C)(C)C)C(=O)O (configuration not stated),i,0.2,-3.3%,-10%,0.0%,-4,694,3%,5%,-5%,0%,
CCC(C)(C)n1nnnc1C(c1ccc(O)c(OC)c1)N1CCc2ccccc2C1 (configuration not stated),i,2.0,-2.4%,19%,3.8%,.,.,-26%,-2%,-8%,-11%,
Cc1cc(/C=N/n2cnnc2)c(C)n1-c1ccc2c(c1)OCO2,i,7.0,-4.7%,7%,1.2%,.,.,0%,0%,4%,-14%,
Cn1cccc1Cc1nnc(SCC(=O)N2CCCc3ccccc32)n1-c1ccc(F)cc1,i,4.3,-2.6%,21%,4.3%,-20,690,0%,2%,-2%,-7%,
CCOC(=O)C1CSc2[nH]c(=O)sc2C1c1ccccc1 (configuration not stated),i,0.8,-3.1%,19%,-0.3%,.,.,1%,3%,-5%,0%,
CC(=O)Oc1cccc(NC(=O)c2cccc(C(=O)Nc3cccc(OC(C)=O)c3)c2)c1,i,0.5,.,2%,2.2%,12,777,-5%,-1%,-2%,10%,
CCCCn1nnc(NC(=S)NC(=O)c2cccs2)n1,i,0.7,9.5%,-22%,-1.7%,-10,614,-7%,5%,-5%,-18%,
CCOc1cccc(=O)c2c(C)n(CC3CCCO3)c(C)c12 (configuration not stated),i,1.0,6.3%,11%,-1.9%,.,.,32%,0%,-5%,-6%,Dengue-2 NS5 capping pilot replicate=5.7
Cc1cc2oc(C(=O)Nc3ccc(S(=O)(=O)Nc4ncccn4)cc3)cc(=O)c2cc1Cl,i,0.6,.,18%,3.7%,1,758,-6%,10%,-10%,2%,

# 4 compounds out of the list, ordered by SMILES length, lowest first:
SMILES,Myeloid diff MLP,Myeloid diff MLP GFP+ MAC1+ %,XIAP displacement,NOD2 inhibition,HIV peptide binding,Hep lipid drop,Hep lipid drop cells 6.5 µM,Dengue-2 NS5 capping,SIAH1 antagonists,LYP phosphatase,AID2073,others
CCOC(=O)C1CSc2[nH]c(=O)sc2C1c1ccccc1 (configuration not stated),i,0.8,-3.1%,19%,-0.3%,.,.,1%,3%,-5%,0%,
CC(CC(C)C(=O)Nc1ccccc1C(C)(C)C)C(=O)O (configuration not stated),i,0.2,-3.3%,-10%,0.0%,-4,694,3%,5%,-5%,0%,
Cc1cc(/C=N/n2cnnc2)c(C)n1-c1ccc2c(c1)OCO2,i,7.0,-4.7%,7%,1.2%,.,.,0%,0%,4%,-14%,
Cc1cc2oc(C(=O)Nc3ccc(S(=O)(=O)Nc4ncccn4)cc3)cc(=O)c2cc1Cl,i,0.6,.,18%,3.7%,1,758,-6%,10%,-10%,2%,

# Next section:
SMILES,Myeloid diff MLP,Myeloid diff MLP GFP+ MAC1+ %,XIAP displacement,NOD2 inhibition,HIV peptide binding,Hep lipid drop,Hep lipid drop cells 6.5 µM,Dengue-2 NS5 capping,SIAH1 antagonists,LYP phosphatase,AID2073,others
Cc1cccc(NC(=O)c2cc(-c3ccccn3)nc3ccccc23)c1C,i,0.5,-2.9%,25%,0.4%,.,.,4%,-4%,-9%,9%,
CCOC(=O)C1(Cc2ccccc2C(F)(F)F)CCN(CC(O)CO)CC1 (configuration not stated),i,0.6,-5.7%,-4%,-0.8%,-4,697,-1%,4%,-7%,1%,
CN(C)S(=O)(=O)c1ccc2c(c1)nc(CCC(=O)NCc1ccc(Cl)cc1)n2C,i,0.1,-4.6%,2%,-1.4%,-1,696,2%,2%,-8%,-1%,
Cc1ccc(S(=O)(=O)N2CCN(C(=O)C3CCCO3)CC2)cc1C (configuration not stated),.,.,.,15%,-0.4%,3,891,-4%,3%,-4%,9%,
CCOc1c(Cl)cc(/C=N/NC(N)=S)cc1OC,i,0.2,-17%,-4%,-3.1%,2,636,3%,0%,0%,-6%,
Cc1ccc(-c2cnc(NC(=O)c3cccc(Br)c3)s2)c(C)c1,i,1.0,1.2%,34%,3.8%,.,.,-1%,1%,5%,10%,
OC(CN1CCCC(C(F)(F)F)C1)c1ccccc1 (configuration not stated),i,1.0,.,-4%,-0.6%,-16,750,3%,0%,-12%,5%,
CCC(C)(C)NC(=O)C(c1ccccc1Cl)N(C(=O)CCC(=O)Nc1cc(C)on1)C(C)(C)C (configuration not stated),i,0.5,.,-1%,-0.5%,-54,459,-2%,8%,-5%,-6%,
COc1cc(NC(=O)C(C)Oc2ccccc2)c(OC)cc1NC(=O)c1ccccc1 (configuration not stated),i,0.9,.,23%,-1.4%,-17,825,-7%,-3%,-2%,6%,
CC(CC(=O)NC1CCCCC1)S(=O)(=O)c1ccc2c(c1)CCN2C(=O)C1CC1 (configuration not stated),i,0.7,.,8%,1.4%,-7,733,2%,0%,-4%,2%,
CC(C)C(NC(=O)c1ccc(C(C)(C)C)cc1)C(=O)Nc1cccc(S(N)(=O)=O)c1 (configuration not stated),i,1.3,-2.6%,-25%,1.4%,0,660,-2%,0%,10%,8%,
COc1ccc(N2CCN(c3ncnc4c3cnn4-c3ccc(C)cc3C)CC2)cc1,i,2.1,-3.7%,24%,1.2%,1,684,-5%,0%,-1%,-2%,
COc1ccccc1NC(=S)NC(=O)C(C)(C)C,i,1.4,-1.0%,1%,0.9%,.,.,-1%,-2%,1%,1%,
Cc1cc(SCC(=O)N/N=C/c2ccc(C(=O)O)cc2)nc2ccccc12,i,0.4,.,1%,3.7%,.,.,0%,-2%,-1%,4%,
CC(C)OC(=O)COc1cc(O)c2c(=O)cc(-c3ccccc3)oc2c1,i,0.6,.,13%,-0.9%,8,686,-5%,25%,1%,25%,
O=C1CSCC(=O)N1c1ncc(C(F)(F)F)cc1Cl,i,0.7,.,20%,-1.0%,1,697,1%,9%,-8%,14%,
COc1ccc(-n2c(COc3cccc4ccccc34)nnc2SCC#N)cc1,i,1.3,1.3%,20%,-0.6%,1,726,-5%,6%,2%,8%,
CC(C)c1ccccc1NC(=O)CN1C(=O)c2ccccc2C1=O,i,0.3,.,14%,1.3%,.,.,-1%,3%,-6%,-3%,
CCN1C(=O)/C(=c2\o/c(=C3\C=Cc4ccccc4N3CC)c(=O)n2CC)SC1=S,i,5.1,-0.8%,2%,-1.1%,.,.,-5%,4%,-3%,-14%,
C#Cc1ccc([C@H]2C=C(C(=O)N3CCOCC3)O[C@@H](OCc3ccc(CO)cc3)C2)cc1,i,1.6,-3.7%,6%,-0.1%,22,708,1%,6%,-8%,6%,
Cc1cccc(CCNS(=O)(=O)c2ccc3c(c2)CCN3C(=O)CCC(=O)O)c1,?,.,.,24%,2.7%,-4,731,1%,-7%,-13%,9%,
CCN(Cc1ccccc1)C(=O)c1cc2c(OC)c(OC)c(OC)cc2[nH]1,i,0.5,.,7%,0.1%,.,.,-4%,9%,-3%,11%,
Cc1c(Br)c([N+](=O)[O-])nn1CC(=O)Nc1c(C)n(C)n(-c2ccccc2)c1=O,i,0.3,-7.7%,-4%,-0.3%,-1,458,-8%,15%,0%,5%,
CCOc1ccc(N(Cc2cc3ccc(C)cc3[nH]c2=O)S(=O)(=O)c2ccccc2)cc1,?,.,.,12%,0.1%,-26,748,9%,13%,-4%,-6%,
Cc1cccc(C)c1N(CC(=O)N1CCOCC1)S(C)(=O)=O,i,0.4,.,12%,1.2%,-2,827,-1%,1%,-2%,17%,
O=C(NCc1ccccc1Cl)NCc1ccccc1Cl,i,1.0,.,-24%,1.0%,-5,700,1%,-4%,-2%,12%,
NC(=O)COC(=O)c1ccc(Cl)c(S(=O)(=O)N2CCCCCC2)c1,i,0.7,-10%,2%,-2.1%,4,711,1%,3%,-3%,3%,
COC(=O)c1cc(S(=O)(=O)NCc2ccc3c(c2)OCO3)c[nH]1,i,2.3,.,8%,1.1%,-4,724,1%,3%,0%,-1%,
COc1cccc(CNS(=O)(=O)c2cn(C)cn2)c1,i,0.5,-7.1%,13%,-2.1%,.,.,5%,0%,-2%,-6%,
O=[N+]([O-])c1ccccc1S(=O)(=O)Nc1cccnc1,i,1.1,.,-11%,1.5%,-6,780,1%,-3%,-8%,11%,
Cc1cc(NS(=O)(=O)c2ccc(NS(=O)(=O)c3ccc(CC(C)C)cc3)cc2)nc(C)n1,i,0.4,-5.4%,-16%,3.1%,0,714,7%,-1%,7%,-5%,
COC(=O)C(Cc1ccccc1)P(=O)(c1ccccc1)c1ccccc1 (configuration not stated),i,0.3,-3.8%,-6%,3.1%,-9,741,4%,-2%,0%,2%,
O=C(CP(=O)(c1ccccc1)c1ccccc1)Nc1nc2ccc(Cl)cc2s1,i,0.3,.,-6%,1.4%,-12,648,-1%,-5%,1%,-2%,
Cc1cccc(C)c1NC(=O)C(c1cccc([N+](=O)[O-])c1)N(C)C(=O)c1ccccn1 (configuration not stated),i,2.5,-8.1%,-4%,-1.7%,-12,727,-2%,0%,-4%,2%,
CCCOc1ccc(-c2csc(NC(=O)CN3C(=O)CCC3=O)n2)cc1,i,0.3,-1.2%,-6%,-1.0%,95*,652*,-7%,-1%,-6%,18%,
CCN(CC)CP(=O)(c1ccccc1)c1ccccc1,i,0.8,-3.0%,-15%,-1.5%,.,.,.,0%,-7%,-6%,
O=C(NCCNC(=O)c1cc(OCC(F)(F)F)ccc1OCC(F)(F)F)Nc1cccc(C(F)(F)F)c1,i,0.5,-5.6%,11%,0.1%,.,.,-8%,-2%,-12%,-5%,Dengue-2 NS5 capping pilot replicate=-0.2
N=C1C(c2nc3ccccc3[nH]2)=C(O)CN1C1CCCCC1,i,0.5,.,-58%,0.8%,3,707,-1%,-4%,-2%,12%,
CCCCNC(=S)N(C)/N=C/c1sc(N2CCCCC2)nc1-c1cccs1,.,.,0.1%,12%,3.6%,7,684,.,4%,5%,4%,
Cn1cc(S(=O)(=O)N2CCc3ccccc32)cc1C(=O)NC1CCCCC1,i,2.2,.,25%,-0.8%,-33,782,0%,-6%,-12%,8%,
COc1ccc(-c2cc(C(=O)N3CCN(C(c4ccccc4)c4ccccc4)CC3)no2)cc1,i,5.7,2.4%,13%,-0.4%,.,.,-2%,0%,15%,6%,
Cc1cccc(Nc2nc(N3CCOCC3)nc(N3CCOCC3)n2)c1,.,.,.,-8%,1.6%,25,487,1%,4%,-2%,3%,
N/C(=N\OS(=O)(=O)c1ccc(Cl)cc1)c1cccnc1,i,0.8,-1.9%,7%,1.8%,-17,683,-5%,-4%,-1%,-5%,
